Tb PYK inh = qHTS of Trypanosoma Brucei Inhibitors. actives 0.12% (n = 410,000). TbPYK enzyme, Kinase-Glo Plus ATP luminescence, 45 min. AID 624173, 2012. Potency, µM (doses to about 76.8 µM), for inactives: at the top dose activity, negative = inhibition, actives largely listed as inhibitors. pyruvate kinase (Trypanosoma brucei), Q57TT1; further: potency means the concentration at half of the fitted maximal effect; on the % scale 0 is the no-effect control and ±100 the full control effect; nearly all actives have a fitted effect of over 50% in size
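TbPYK + substrate in 50 mM TEA pH 7.2, 100 mM KCl, 10 mM MgCl2, 0.05% BSA, 0.01% Tween-20; cpd pinned; ADP 130 uM final; 45 min RT; Kinase-Glo Plus 10 min; luminescence endpoint.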
Cycloheximide cs = Cycloheximide Counterscreen for Small Molecule Inhibitors of Shiga Toxin; AID 2314, 2010; max response, %; cell reporter, cycloheximide protein synthesis inhibition counterscreen; actives 12% (n = 300,000); in the data active means max response mostly above about 13%, no sharp cut-off; inactive means mostly below about 14%; further: read at 38.3 µM for the half of the compounds with a filed dose; 0% is about no effect
AMA1 RON2 block = qHTS for Inhibitors of AMA1-RON; Towards Development of Antimalarial Drug Lead: Primary Screen. Plasmodium falciparum AMA1 (3D7) - RON2 peptide interaction. AlphaScreen AMA1-biotinylated RON2 peptide binding. Potency, µM (series often up to 58.2 µM), for inactives: at the highest dose activity change, negative = inhibition, actives largely listed as inhibitors. actives 0.2% (n = 360,000);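 further: potency means the concentration at half of the fitted maximal effect; 0% = vehicle wells and -100% = peptide control; nearly all actives have a fitted effect of over 45% in size; some results filed as inactive show a strong effect at the top dose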
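AMA1 (3D7) with his tag at 25 nM final met compounds first, then biotinylated RON2 peptide at 25 nM; detection used donor plus acceptor beads, 10 µg/mL apiece, read by AlphaScreen after 30 min at room temperature.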
Pf growth 96h = Primary qHTS for delayed death inhibitors of the malarial parasite plastid, 96 hour incubation; Potency, µM (top dose mostly 28.7 µM), inactives show at the highest dose activity change, negative = inhibition, most hits filed as inhibitors; P. falciparum luciferase reporter growth, 96 h; actives 6.9% (n = 320,000); further: potency means the concentration at half of the fitted maximal effect; on the % scale 0 is the no-effect control and ±100 the full control effect
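Infected RBCs, 2% Hct / 0.05% parasitemia final; luciferase-reporter P. falciparum; cpd 96 h, 37 C, 5% CO2; luciferase detection reagent; luminescence.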
LmPK inh = qHTS Assay for Inhibitors of Leishmania Mexicana Pyruvate Kinase (LmPK). Potency, µM (doses to about 57.5 µM), for inactives: at the highest dose activity change, negative = inhibition, actives largely listed as inhibitors. actives 0.37% (n = 290,000). AID 1721, 2009. Q27686. purified LmPK, Kinase-Glo ATP luminescence, 1 h; further: potency means the concentration at half of the fitted maximal effect; on the % scale 0 is the no-effect control and ±100 the full control effect
Target sequence (Q27686 whole entry, looked up): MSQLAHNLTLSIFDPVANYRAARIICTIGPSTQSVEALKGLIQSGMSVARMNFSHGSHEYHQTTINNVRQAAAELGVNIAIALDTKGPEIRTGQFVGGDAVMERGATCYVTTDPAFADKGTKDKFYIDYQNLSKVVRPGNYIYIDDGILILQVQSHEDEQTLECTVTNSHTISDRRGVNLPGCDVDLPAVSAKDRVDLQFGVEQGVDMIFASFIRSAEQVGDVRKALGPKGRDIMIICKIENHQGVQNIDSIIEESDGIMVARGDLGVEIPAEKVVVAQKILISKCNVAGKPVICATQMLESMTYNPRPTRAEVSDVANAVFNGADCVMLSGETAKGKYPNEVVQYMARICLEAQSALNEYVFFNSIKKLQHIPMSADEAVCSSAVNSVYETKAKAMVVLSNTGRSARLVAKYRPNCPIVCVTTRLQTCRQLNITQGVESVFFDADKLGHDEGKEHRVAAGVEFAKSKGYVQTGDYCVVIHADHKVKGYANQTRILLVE
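Pyruvate kinase activity monitored as ATP production (luciferase luminescence). Conditions: 0.1 nM enzyme, 0.5 mM PEP, 0.1 mM ADP, 1 h, RT; normalized against uninhibited and no-enzyme wells.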
Pf growth 48h = Primary qHTS for delayed death inhibitors of the malarial parasite plastid, 48 hour incubation; P. falciparum luciferase growth in erythrocytes, 48 h; Potency, µM (titrated, usually from 28.7 µM), without a hit: top-dose activity change, negative = inhibition, usual class: inhibitors; actives 5.9% (n = 310,000); AID 504832, 2011; further: potency means the concentration at half of the fitted maximal effect; on the % scale 0 is the no-effect control and ±100 the full control effect
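Luciferase-expressing parasites in RBCs, 2% Hct / 0.1% parasitemia final; RPMI 1640 + 0.5% Albumax; 37 C, 5% CO2, one generation; luminescence read-out, lower signal = inhibition.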
Shiga inhibitor = A qHTS for Small Molecule Inhibitors of Shiga Toxin. Vero cells, Shiga toxin protein synthesis inhibition reporter. inhibition, % at 38.7 µM. actives 9.2% (n = 290,000). AID 2315, 2010; in the data active means inhibition mostly above about 28%, no sharp cut-off; inactive means mostly below about 43%; further: 0% is about no effect
* = called active by the depositor; ? = inconclusive; . = not tested or not shown; & = joins results of further samples; [ ] = another dose, or the depositor's remark. Unless noted, the call rests on the fitted dose curve; in most records, active means well fitted curve in the direction sought with a large enough effect; inconclusive means small, poorly fitted or top-dose-only effect, or another doubt; inactive means no such curve, though single readings can be large; an effect the other way counts as inactive or inconclusive.

SMILES	Tb PYK inh	Cycloheximide cs	AMA1 RON2 block	Pf growth 96h	LmPK inh	Pf growth 48h	Shiga inhibitor
CN1C(=O)N(CC(=O)N2CCN(S(=O)(=O)c3ccc4c(c3)CCC4)CC2)C(=O)C12CCCCC2	6%	.	-5%	35%[activator]	.	3%	.
Cc1ccc(OCC(=O)Oc2c(C)cccc2C)cc1C	-33%	4	168%[activator]	146%[activator]	3%	0%	44
COc1ccc(NC(=O)COC(=O)C2CC(=O)N(c3ccc(OC(C)C)cc3)C2)cc1 (centres undefined)	1%	-5	5%	-29%	4%	22%	4
Cc1c(C(=O)Nc2nc3ccccc3[nH]2)cccc1[N+](=O)[O-]	-14%	15*	76%[activator]	43%[activator]	-1%	78%[activator]	28
Cc1ccc(C(=O)NNC(=O)c2ccc(-n3cncn3)c([N+](=O)[O-])c2)cc1	-2%	.	9%	-24%	.	?	.
COc1ccc(-c2cc(CNS(=O)(=O)c3ccc(F)cc3)on2)cc1	4%	-2	42%[activator]	-1%	-2%	?	16
CC1CCCN(C(=O)c2ccc(Cl)c(S(=O)(=O)N3CCCCCC3)c2)C1 (centres undefined)	-8%	.	-2%	23%	.	-4%	.
Cc1ccc(N2CCN(CCc3nc4cc(NS(C)(=O)=O)ccc4n3C)CC2)cc1	-1%	-2	3%	-29%	1%	-17%	3
Cn1c(=O)c2c(nc(N3CCCCC3)n2CCCNC2=NCCCC2)n(C)c1=O	-7%	-2	0%	19%	2%	0%	-1
CCOC(=O)C1(CCOC)CCN(Cc2cccc(OCc3ccccc3)c2)CC1	4%	-2	-4%	?	2%	?	-3
COc1ccc(CCCNC(=O)C2CCC(=O)N(Cc3ccccc3F)C2)cc1 (centres undefined)	7%	31*	-7%	-22%	1%	-20%	27
CCOc1ccc(OCCn2c(=S)[nH]c3ccccc32)cc1	?	2	72%[activator]	?	-6%	?	-4
Cn1c(=S)[nH]c2sc3c(c2c1=O)CCC(C(C)(C)C)C3 (centres undefined)	.	8	.	?	1%	.	31
CCOc1ccc(N2C(=O)CC(N(CCc3ccc(OC)cc3)C(=O)/C=C/C(=O)O)C2=O)cc1 (centres undefined)	-1%	-3	-6%	?	4%	18%	-4
NC(=O)c1ccsc1NC(=O)COC(=O)Cc1ccsc1	5%	0	9%	21%	-2%	6%	-2
Cc1cccc(NC(=O)CN2CCN(CC(=O)NCc3ccc(Cl)cc3Cl)CC2)c1C	1%	.	5%[11.6 µM]	?	.	?	.
C/C(=N\NC(=S)NC1CCCCC1)c1ccc(O)cc1	-2%	8	16%	?	1%	-59%	23
c1ccc(Nc2ccccc2Nc2ccccn2)nc1	5%	0	-8%	20%	-2%	?	6
Cc1noc(NS(=O)(=O)c2ccc(N/C=C\C(=O)c3cccs3)cc2)c1C	-3%	43*	-2%	-14%	-2%	11%	94*
CCCCCOc1ccc(NC(=O)CSc2cccc3cccnc23)cc1	-8%	17	5%	5.2µM*	-1%	10µM*	5
COC(=O)NC1c2ccccc2Oc2ccccc21	-11%	7	11%	9%	-2%	30%	19
COc1ccc(OCC(O)CN2CCNCC2)cc1 (centres undefined)	-3%	-2	11%	0%	0%	15%	1
CCOC(=O)C1(CCOc2ccccc2)CCN(Cc2ccc(O)cc2)CC1	-18%	-2	-4%	0%	-4%	13µM*	.
CNc1nc(N)c([N+](=O)[O-])c(Nc2cccc(F)c2)n1	-3%	8	12%	?	2%	?	18
Cc1ccc2c(CC(=O)NC3CCCc4ccccc43)coc2c1 (centres undefined)	-4%	2	3%	-14%	0%	0%	15

Continuation:
SMILES	Tb PYK inh	Cycloheximide cs	AMA1 RON2 block	Pf growth 96h	LmPK inh	Pf growth 48h	Shiga inhibitor
O=C(N/N=C/c1cccnc1)c1ccc2ccccc2c1O	-8%	20*	97%[activator]	-17%	-2%	26%	38*
COCCNC(=O)/C(C#N)=C/c1ccc(OCc2ccc(F)cc2)cc1	1%	16	2%	?	-6%	?	22
COc1ccc(OCC(O)CNS(=O)(=O)c2cccs2)cc1 (centres undefined)	3%	-1	-12%	-16%	5%	-8%	-9
CCOc1cc2c(cc1OCC)-n1cccc1C(c1ccc(F)c(OC)c1)NC2 (centres undefined)	-8%	-3	-18%	-1%	8%	10µM*	-4
CCOc1ccc(C2C=C(c3ccc(C)cc3)Nc3nnnn32)cc1 (centres undefined)	-7%	-5	16%	13µM*	10%	8.3µM*	-10
O=C(CCNC(=O)C1CCN(S(=O)(=O)c2ccccc2)CC1)NCc1ccncc1	-3%	0	-7%	17%	3%	6%	-6
O=C(c1ccc(Sc2ccccc2)c([N+](=O)[O-])c1)N1CCOCC1	2%	-5	0%	13%	3%	.	-6
CN(NC(=O)C1CC(=O)N(c2ccccc2)C1)C1=NS(=O)(=O)c2ccccc21 (centres undefined)	0%	-5	6%	10%	1%	0%	2
O=C(Nc1ccc(NC(=O)c2cccs2)cc1)c1cccs1	2%	43*	0%	13%	-4%	59%[activator]	83*
CCOC(=O)c1c(-c2ccccc2)cn2ccccc12	7%	10	14%	-34%	1%	6%	43
COCCCNC(=O)CN1C(=O)/C(=C\c2ccc(C)cc2)Sc2ccccc21	1%	5	-22%	22%	-2%	0%	52
Cc1ccc(NC(=O)CSCC(=O)Nc2ncc3c(n2)CC(c2ccco2)CC3=O)cc1 (centres undefined)	-24%	7	-12%	?	-1%	12%	14
COc1ccc2nc(SCC(=O)NCC(F)(F)F)[nH]c2c1	2%	-11	10%	39%[activator]	1%	53%[activator]	19
CCOC(=O)N1CCN(c2ncnc3c2oc2nc(C(C)C)c4c(c23)CCC4)CC1	-22%	-3	-18%	-23%	6%	7%	-2
Cc1csc(SCC(=O)N(C)C2CCS(=O)(=O)C2)n1 (centres undefined)	-4%	.	9%	-1%	.	?	.
C=CCSc1nc2sc(C)c(C)c2c(=O)n1CC=C	-4%	1	22%	-27%	-3%	?	12
CN(c1ccc(C(=O)Nc2cccc(O)c2)cc1)S(=O)(=O)c1ccccc1	7%	19*	5%	-23%	4%	-5%	21
CC(C)N1CCc2c(sc(NC(=O)Cc3ccccc3)c2C(N)=O)C1	-2%	-4	0%	?	-6%	?	-4
COc1ccc(CNC(=O)NCc2ccc(OC)c(OC)c2)cc1OC	2%	-2	6%	30%	-3%	-3%	11
NC(=O)c1ccsc1NC(=O)COC(=O)C1=NNC(=O)CC1	-11%	.	101%[activator]	29%	.	2%	.
Cc1ccc(-c2nc(S(=O)(=O)c3ccc(C)cc3)c(N(C)C)o2)cc1	42%[activator]	-1	3%	?	0%	2%	-10
COc1ccc2oc(C)c(C(=O)NN)c2c1	-13%	-3	0%	.	1%	14%	-4
COC(=O)C1=C(C)NC(=S)N(C(C)=O)C1c1ccc(OC)c(OC)c1 (centres undefined)	-5%	-2	-5%	?	1%	-13%	-1
CC(C)(C)c1ccc(-c2c(C(=O)O)c(C(=O)O)c3n2CSC3)cc1	0%	-2	-8%	-20%	5%	-16%[0.00184 µM]	18
COc1ccc(CNC(=O)c2cccc(S(=O)(=O)N3CCN(C)CC3)c2)cc1	4%	-5	-3%	?	-2%	12%	4

Just Pf growth 48h, for some of the entries so far:
| SMILES | Pf growth 48h |
| --- | --- |
| COc1ccc2nc(SCC(=O)NCC(F)(F)F)[nH]c2c1 | 53%[activator] |
| Cc1ccc(-c2nc(S(=O)(=O)c3ccc(C)cc3)c(N(C)C)o2)cc1 | 2% |
| COc1ccc(OCC(O)CNS(=O)(=O)c2cccs2)cc1 (centres undefined) | -8% |
| CC(C)N1CCc2c(sc(NC(=O)Cc3ccccc3)c2C(N)=O)C1 | ? |
| COCCCNC(=O)CN1C(=O)/C(=C\c2ccc(C)cc2)Sc2ccccc21 | 0% |

Carrying on.
SMILES	Tb PYK inh	Cycloheximide cs	AMA1 RON2 block	Pf growth 96h	LmPK inh	Pf growth 48h	Shiga inhibitor
O=C(OCC#CCSc1nnc(-c2cccc3ccccc23)o1)c1ccc(F)cc1	-1%	.	.	17%	.	-20%	.
CC(C)CN(C(=O)COC(=O)c1cc2c(s1)CCC2)C1CCS(=O)(=O)C1 (centres undefined)	0%	-3	?	22%	7%	-16%	11
COC(=O)CN1C(=O)C2(OCCCO2)c2cc(Br)ccc21	4%	11	-2%	16%	-6%	1%	-9
Cc1ccc2nc(CSc3nnc(Nc4ccccc4F)s3)cc(=O)n2c1	-2%	2	4%	-28%	-3%	3%	-6
COc1ccc(S(=O)(=O)n2ccc(-c3ccc(OCCN(C)c4ccccn4)cc3)n2)cc1	6%	6	-15%	10µM*	4%	4.7µM*	-5
COc1ccc(OCC(O)CN2CCN(c3ccc(OC)cc3)CC2)cc1 (centres undefined)	-3%	5	-7%	16%	0%	-9%[0.00184 µM]	-7
O=c1oc2ccccc2c(Nc2ccccc2)c1CN1CCCCC1	-5%	-2	-10%	?	5%	?	-23
CSc1nnc(C(C)(C)C)c(=O)n1/N=C/c1ccccc1	9%	2	18%	24%	-1%	?	2
CCCn1nnnc1NCc1c(Cl)cccc1Cl	-6%	2	-4%	-12%	1%	-8%	-6
CC[C@]1(C)CC(=O)NC1=O	4%	.	.	3%	.	1%	.
C#CCOc1ccc(OC)cc1C(c1c(C)[nH][nH]c1=O)c1c(C)[nH][nH]c1=O	-3%	0	-3%	5%	-6%	13%	-9
CN(C(=O)COC(=O)COc1ccc2ccccc2c1)c1c(N)n(Cc2ccccc2)c(=O)[nH]c1=O	-2%	.	1%	12%	.	34%[activator]	.
O=C(Cc1ccc(-n2c(=S)[nH]c3ccccc3c2=O)cc1)N1CCC(N2CCCCC2)CC1	3%	-6	0%	?	-2%	.	-10
CN(c1cccc(NC(=O)COc2ccccc2)c1)S(C)(=O)=O	0%	43*	1%	15%	1%	127%[activator]	75*
COCCCNC(=O)c1cccn2c(=O)c3cc4ccccc4cc3nc12	-1%	69*	2%	55%[activator]	2%	69%[activator]	84*
O=C(NCCCc1ccccc1)C(=O)c1c[nH]c2ccccc12	-5%	15*	-9%	?	-1%	17%	35
COc1ccc2c(c1)c(CC(=O)OCC(=O)O)c(C)n2C(=O)c1ccc(Cl)cc1	1%&-5%	0	-3%	17%	9%	65%[activator]	45
C=CCNC(=S)NNC(=O)c1cc(O)ccc1O	-14%	-2	0%	4.7µM*	2%	12%	-7
COc1ccccc1N1CCN(C(=O)c2cc3c(s2)CCC3)CC1	-9%	5	9%	13µM*	-8%	.	7
Oc1ccc(Nc2nc(-c3ccc4ccccc4c3)cs2)cc1	.	49*	.	?	5%	.	121*
Cc1cccc(N(CC(N)=O)C2SC(=O)N(c3ccccc3)C2=O)c1 (centres undefined)	-7%	9	38%[activator]	1%	4%	24%	60

From PubChem
